# S3 lipid droplet – qHTS Assay for Lipid Storage Modulators in Drosophila S3 Cells. 320,000 tested, 0.64% active. Potency in µM for hits, for the others lipid storage change, negative = inhibition, % at the top dose, mostly 46.1 µM. Drosophila S3 cells, BODIPY lipid droplet fluorescence, 18-24 h; cells fed with added oleic acid; active = well fitted inhibition curve with a large enough effect in the signal ratio, with a control signal flat, not every such curve was filed as active; inconclusive = small, poorly fitted or top-dose-only effect, or effect the other way, or a change in a side signal; the % refers to the signal ratio
#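 Drosophila S3 cells got compounds at several concentrations plus oleic acid (400 uM solution). Laser-scanning cytometry with 488 nm excitation read lipid droplets at 500-530 nm and cells at 575-640 nm. Percent activity was relative to 20 uM Triacsin C.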
# S3 lipid droplet cell count max – further read-out of S3 lipid droplet, marked with its call; cell number change, %; measured here: cell count max response;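 cells counted by Cell Tracker Red CMTPX staining in the red channel; peak over a dose series mostly up to 46.1 µM; percent activity relative to internal control wells on each plate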
# The depositor's hits bear a star; i = inactive; u = inconclusive; x = not tested or not shown; [ ] = dose if it differs, or a comment. % is scaled to controls: 0 for no effect and ±100 for the full control effect; potency is read from the fitted curve at half-maximal effect.
SMILES,S3 lipid droplet,S3 lipid droplet cell count max
CN(Cc1cccc(F)c1)C(=O)CN1CCN(S(=O)(=O)c2ccc3c(c2)OCCCO3)CC1,u,x
COc1ccccc1NC(=O)c1cc(Cl)nc2ccccc12,9%,15
Cn1nnnc1SCSc1nnnn1C,u,x
CN1c2ccccc2-c2nc3ccccc3n2C1c1cccs1 (stereo not given),-5%,2
O=C(NC1CCCC1)c1cc2c(=O)n3ccccc3nc2s1,u,x
Cc1[nH]c(C)c(S(=O)(=O)NCCc2ccccc2)c1C(=O)N1CCCCC1,12µM*,-14*
O=C1CC(c2ccncc2)c2cc3c(cc2N1)OCO3 (stereo not given),u,x
C/C(=N\NC(N)=O)c1ccc(-n2ccnc2)cc1,u,x
CCOc1ccc(NC(=O)CN(C)C(=O)CC(NC(=O)c2ccccc2)c2ccccc2)cc1OCC (stereo not given),u,x
O=c1[nH]cnc2c1C(c1ccccc1[N+](=O)[O-])c1c(nc[nH]c1=O)O2,u,x
CCOC(=O)CSc1nc(=O)n2ccccc2n1,-15%,-10
COc1ccc(Cc2nnc(SCC(=O)c3ccc4c(c3)OCO4)o2)cc1,u,x
C=CCn1c(=S)[nH]c2nc3c(cc2c1=O)COC(C)(C)C3,8%,1
Cc1ccc(NC(=O)CN2C(=O)S/C(=C\c3cccn3-c3cccc(C(=O)O)c3)C2=O)c(C)c1,u,x
CCOC(=O)c1ccc(CNC(=O)Cn2nnc(-c3ccccc3F)n2)o1,u,x
O=S(=O)(Nc1cccnc1)c1ccccc1,4%,1
Cc1c(Cl)cccc1Nc1ccccc1C(=O)O,u,x
CCOC(=O)C1/C(=N\O)CC(C)(O)C(C(=O)OCC)C1c1ccc(N(C)C)cc1 (stereo not given),u,x
O=C(COC(=O)C1(c2ccccc2F)CCCC1)N1CCc2ccccc21,5%,5
O=C(N/N=C/c1ccco1)c1ccc(NC(=O)C2CCCCC2)cc1,u,x
CN1CCN(/N=C/c2ccc(-c3ccccc3)cc2)CC1,u,x
COc1ccc(NC(=O)CN2C(=O)NC(C)(C3CCCCC3)C2=O)c(OC)c1 (stereo not given),u,x
c1cncc(CNc2nc(N3CCOCC3)nc(N3CCOCC3)n2)c1,u,x
O=C(Nc1ccc(Br)cc1)N1CCCC(O)C1 (stereo not given),1%,15
CC1(C(=O)N2CC3(CC(c4cccc([N+](=O)[O-])c4)=NO3)C[C@H]2C(=O)NCC(N)=O)CC1 (stereo not given in full),-13%,0
O=C(CN1C(=O)NC2(CCc3ccccc32)C1=O)c1ccc(Br)cc1 (stereo not given),-19%,-20
COc1ccc(CCNC(=O)CCCOc2cc(=O)n(C)c3ccccc23)cc1OC,-3%,12
CCn1c(SCC(=O)Nc2nc(C)cs2)nnc1C(NC(=O)c1ccccc1Cl)C(C)C (stereo not given),u,x
CCCn1cc(SCC(=O)Nc2ccc3c(c2)OCO3)c2ccccc21,u,x
Cc1cccc(-n2nnnc2SCc2csc(-c3ccccc3)n2)c1,-7%,0
CN1CCN(CC(=O)Nc2ccc(S(=O)(=O)N(C)C)cc2)CC1,u,x
Cc1occc1-c1nnc(SCC(=O)NC2CCCCC2)o1,30%,2
CCCc1cc(=O)oc2c(C)c(OC(C)C(=O)NCc3ccccn3)ccc12 (stereo not given),u,x
COCCNC(=O)c1snc2ccc(Cl)cc12,i,x
Cc1cc2oc(=O)cc(CN3CCC(C)CC3)c2cc1Cl,u,x
Cc1cc(Cl)ccc1OCCCC(=O)N1CCN(C(=O)c2ccco2)CC1,19%,-12
Cc1ccc(CCNC(=O)C2CCN(S(=O)(=O)N3CCC4(CC3)OCCO4)CC2)cc1,u,x
Cc1ccc(NC(=O)Cn2cccc2C2=NC(c3ccccc3)CO2)cc1C (stereo not given),u,x
O=C1Nc2ccccc2C1c1ncc(C(F)(F)F)cc1Cl (stereo not given),-7%,-17
CCOc1ccc(CN(C)C(C)C(=O)Nc2ccc([N+](=O)[O-])cc2Cl)cc1OC (stereo not given),0%,-3
Cc1ccc(NS(=O)(=O)c2cc(C(=O)N3CCN(C)CC3)ccc2C)cc1,u,x
CCOc1c(N2CCCCC2)c(=O)c1=O,-2%,3
Cc1ccc(NC(=S)NNC(=O)Nc2ccccc2)cc1,4%,8
Nc1nnc(SCC(=O)N2CCN(Cc3ccccc3)CC2)s1,-3%,3
O=C(c1cccs1)N1CCN(c2ccc([N+](=O)[O-])cc2F)CC1,u,x
O=C1C(Cc2c[nH]c3ccccc23)NC(=S)N1Cc1ccccc1 (stereo not given),-15%,0
CCOC(=O)CN1C(=O)CSc2ccccc21,u,x
COc1ccc(N2CCN(C(=O)CNC(=O)c3ccc(C(C)(C)C)cc3)CC2)cc1,u,x
COc1ccc(CCNC(=O)COc2cccc(-n3cnnn3)c2)cc1,u,x
Cc1cc(OC(C)C(=O)NC(Cc2c[nH]c3ccc(O)cc23)C(=O)O)c2c(C)cc(=O)oc2c1 (stereo not given),i,x

# 16 structures out of the list, ordered by molar mass, falling:
SMILES,S3 lipid droplet,S3 lipid droplet cell count max
Cc1cc(OC(C)C(=O)NC(Cc2c[nH]c3ccc(O)cc23)C(=O)O)c2c(C)cc(=O)oc2c1 (stereo not given),i,x
Cc1ccc(CCNC(=O)C2CCN(S(=O)(=O)N3CCC4(CC3)OCCO4)CC2)cc1,u,x
CCOc1ccc(CN(C)C(C)C(=O)Nc2ccc([N+](=O)[O-])cc2Cl)cc1OC (stereo not given),0%,-3
COc1ccc(N2CCN(C(=O)CNC(=O)c3ccc(C(C)(C)C)cc3)CC2)cc1,u,x
Cc1cc(Cl)ccc1OCCCC(=O)N1CCN(C(=O)c2ccco2)CC1,19%,-12
CCCc1cc(=O)oc2c(C)c(OC(C)C(=O)NCc3ccccn3)ccc12 (stereo not given),u,x
Cc1ccc(NC(=O)Cn2cccc2C2=NC(c3ccccc3)CO2)cc1C (stereo not given),u,x
COc1ccc(CCNC(=O)COc2cccc(-n3cnnn3)c2)cc1,u,x
Nc1nnc(SCC(=O)N2CCN(Cc3ccccc3)CC2)s1,-3%,3
O=C(c1cccs1)N1CCN(c2ccc([N+](=O)[O-])cc2F)CC1,u,x
Cc1occc1-c1nnc(SCC(=O)NC2CCCCC2)o1,30%,2
O=C1Nc2ccccc2C1c1ncc(C(F)(F)F)cc1Cl (stereo not given),-7%,-17
Cc1cc2oc(=O)cc(CN3CCC(C)CC3)c2cc1Cl,u,x
Cc1ccc(NC(=S)NNC(=O)Nc2ccccc2)cc1,4%,8
COCCNC(=O)c1snc2ccc(Cl)cc12,i,x
CCOc1c(N2CCCCC2)c(=O)c1=O,-2%,3

# (listing goes on)
SMILES,S3 lipid droplet,S3 lipid droplet cell count max
Cc1ccc2c(c1)c(/C=C/c1cc[n+](C)cc1)c(C)n2C,u,x
O=C(CCN1C(=O)C2C3C=CC(C3)C2C1=O)NCCN1CCCc2ccccc21 (stereo not given),u,x
C/C(=N\NC(=O)c1ccc(Cl)cc1)c1ccc(N2CCOCC2)cc1,1%,12
O=C(COC(=O)C1C2CC3OC(=O)C1C3C2)Nc1cccc(Cl)c1 (stereo not given),u,x
O=C(CCNC(=O)Cn1ccc2ccccc2c1=O)NCCCN1CCOCC1,7%,27
Cc1ccc(S(=O)(=O)N(C)C)cc1NC(=S)N1CCN(Cc2ccc3c(c2)OCO3)CC1,u,x
CCOC(=O)N1CCN(C(=S)Nc2cc(OC)c(OC)cc2C(=O)OC)CC1,-13%,2
CC12CC(c3ccccc3O1)C(C(=O)NCc1ccccc1)C(=O)N2 (stereo not given),29µM*,14*
Cc1ccccc1OCc1nnc(SCc2cc(=O)[nH]c3ccccc23)o1,u,x
Cc1ccc2c(CN3C(=O)NC(C)(c4ccc5c(c4)OCO5)C3=O)cc(=O)oc2c1 (stereo not given),u,x
CCOC(=O)N1CCN(C(=O)C(C)N(c2ccccc2)S(C)(=O)=O)CC1 (stereo not given),15%,3
Cc1nc(CN(C)Cc2nc(Cc3cccc(F)c3)no2)cs1,20%,-2
O=C1/C(=C/c2ccccn2)SC(=S)N1c1ccc(O)cc1,3%,21
Cc1ccc(-c2c(C#N)c(N)nc3c2CCCCC3)cc1,3%,5
CC(C)(C)c1ccc(C(CC(=O)O)NC(=O)Cc2ccccc2)cc1 (stereo not given),1%,13
O=C(CSc1nnnn1-c1ccc(Cl)c(C(=O)O)c1)NC(c1ccccc1)c1ccccc1,15%,-4
O=C(Nc1ccc(Cl)cc1)c1ccco1,i,4
O=c1cc(Cl)[nH]c(=O)n1CCNc1ncc(C(F)(F)F)cc1Cl,-38%,x
O=C(c1cnn2c(C(F)(F)F)cc(-c3ccc(Br)cc3)nc12)N1CCOCC1,u,x
CCN(CC)C(=O)CSCc1cnn(-c2ccccc2)c1-n1cccc1,5%,-6
Cc1ccc(C)c(Nc2nc3ccc(C)cc3n3cnnc23)c1,-1%,-9
Cn1cccc1C(=O)OCC(=O)NC(=O)NC1CCCCC1,u,x
CN1CCN(C(=O)CCN2C(=O)/C(=C/c3ccc(F)cc3)SC2=S)CC1,i,14
COc1cccc(NC(=O)CN(C)C(=O)CN2C(=O)c3ccc([N+](=O)[O-])cc3C2=O)c1,0%,-12
COc1cc(N/N=C/c2ccccc2O)ncn1,u,x
CCCC(=O)Nc1ccc(C)c(O)c1,u,x
CCCCCCn1c(CN2CCN(C)CC2)nc2c1c(=O)n(C)c(=O)n2C,-26%,-32
Cc1c(Cc2ccccc2)c(=O)oc2cc(OC(C)C(=O)NCC3CCC(C(=O)O)CC3)c(Cl)cc12 (stereo not given),17%,-4
Cc1cc(C)c(NC(=O)CN(C)C(=O)CCC(=O)c2ccc(C)s2)c(C)c1,u,x
C=CCN(C)CC/C=C1\c2ccccc2CSc2ccccc21,u,x
Cn1c(=O)c2c(ncn2CC(=O)Nc2cc(Cl)c(Cl)cc2Cl)n(C)c1=O,25%,13
O=C(C1CCN(S(=O)(=O)c2cccc3cccnc23)CC1)N1CCn2c1nc1ccccc12,u,x
CN(Cc1cccc(F)c1)C(=O)c1ccc(S(=O)(=O)N2CCOCC2)cc1,u,x
CC1CC(C)(C)CC2(C1)NC(=O)N(CC(=O)Nc1cc([N+](=O)[O-])ccc1F)C2=O (stereo not given),u,x
Cc1cc(-c2ccc(Cl)s2)n[nH]1,10%,-1
Nc1nonc1-n1nnc(C(=O)N/N=C\c2ccncc2)c1CN1CCCCC1,4%,1
COc1ccc(C2C(C(=O)NCc3ccco3)c3ccccc3C(=O)N2C)cc1 (stereo not given),u,x
CCCNC(=O)C(Cc1ccccc1)NC(=O)c1ccc(C(F)(F)F)cc1 (stereo not given),u,x
C[C@@H](NC(=O)c1nc[nH]c1C(=O)N(C)Cc1ccccc1)c1ccccc1,u,x
CC1(C)CC(=O)C(C=Nc2ccccc2C(=O)O)=C(O)C1,u,x
O=C(CNC(=O)c1ccc(OC(F)F)cc1)NC1CCCc2ccccc21 (stereo not given),u,x
CCc1ccc(-c2cc(C(F)(F)F)n3nc(C(=O)Nc4c(C)nn(Cc5ccccc5Cl)c4C)cc3n2)s1,i,27
CC(NC(=O)c1ccc(Br)cc1Br)c1ccccc1 (stereo not given),-1%,5
CC(C)N1C(=O)c2ccccc2N(Cc2ccccc2)S1(=O)=O,8%,12
Cc1c(C(=O)N2CCCCCC2)c(S(=O)(=O)Nc2ccc(F)cc2)c(C)n1C,-17%,-1
CCCCN(C(=O)/C=C/c1ccccc1)C1CCS(=O)(=O)C1 (stereo not given),u,x
Cn1cc(S(=O)(=O)N2CCN(c3cccc(Cl)c3)CC2)c(=O)n(C)c1=O,u,x
CCOc1ccc(NC(=S)Nc2ccc(OCC)cc2)cc1,u,x
COC(=O)c1ccc(CN2CCC(Oc3cccc(C(=O)N4CCOCC4)c3)CC2)cc1,18%,19
COc1ccc(NC(=O)c2c(C(F)(F)F)nn(C)c2SCc2ccccc2)cc1,0%,-2
# (further entries)
SMILES,S3 lipid droplet,S3 lipid droplet cell count max
CCCOc1ccc(CC(=O)NCc2ccco2)cc1OC,-39%,17
C[C@H](NC(=O)c1nc[nH]c1C(=O)N[C@@H](Cc1ccccc1)C(=O)OC(C)(C)C)c1ccccc1,-5%,-4
COc1ccc(CN(C)CC(=O)c2c(N)n(Cc3ccccc3)c(=O)n(C)c2=O)c(OC)c1,i,x
NCCNc1ccc2nnnn2n1,0%,13
CCOc1ccc(N2C(=O)C3C(c4ccc(OC)cc4OC)NC(CCSC)(C(=O)OC)C3C2=O)cc1 (stereo not given),21%,17
Cc1ccc(S(=O)(=O)Nc2ccc3nc(C)sc3c2)c(C)c1,10µM*,25*
O=C(Nc1ccc(F)c(F)c1)c1ccco1,-1%,-4
CCOC(=O)/C(=N\Nc1ncnc2ccccc12)c1ccc(OC)cc1,u,x
C/C=C(\C)C(=O)OC(C)(C)[C@@H]1Cc2cc3ccc(=O)oc3cc2O1,-5%,-15
COc1ccc(N2CCN(S(=O)(=O)c3cccc4cccnc34)CC2)cc1,18%[9.22 µM],x
Cc1nc(CSc2nnc(C)s2)cs1,u,x
CC(C)C1C(C#N)=C(N)Oc2n[nH]c(-c3cccs3)c21 (stereo not given),10%,-12
O=C(Oc1ccc(Br)cc1C(=S)N1CCOCC1)c1cccc([N+](=O)[O-])c1,u,x
CC(=O)N1c2ccccc2C(=O)C1N1CCCCC1 (stereo not given),u,x

# Screening data deposited in PubChem BioAssay by National Center for Advancing Translational Sciences (NCATS).

# This is a subset. The share of hits here may be higher or lower than overall.
